PP1 counter – PP1-alpha (human) inhibition in PP5 counter-screen. P62136. purified PP1alpha, OMFP fluorescence. inhibition, % at 6.7 µM. 320,000 tested, 0.9% active. AID 2235;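 active = inhibition above the mean inhibition of all tested compounds plus 3 SD, computed separately for each screening campaign, cut at about 15% in these data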
Target sequence (P62136 whole entry, looked up): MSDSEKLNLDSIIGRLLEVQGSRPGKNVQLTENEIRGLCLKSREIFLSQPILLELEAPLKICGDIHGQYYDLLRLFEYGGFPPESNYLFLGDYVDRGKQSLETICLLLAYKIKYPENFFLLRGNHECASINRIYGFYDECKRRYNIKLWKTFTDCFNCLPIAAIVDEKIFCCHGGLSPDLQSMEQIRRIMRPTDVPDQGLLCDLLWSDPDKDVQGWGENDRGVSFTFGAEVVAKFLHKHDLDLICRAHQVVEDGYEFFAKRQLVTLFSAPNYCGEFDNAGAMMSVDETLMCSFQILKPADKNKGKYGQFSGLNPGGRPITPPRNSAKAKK
TPT1 inh – C. albicans TPT1 enzyme inhibition; recombinant caTPT1, FP RNA substrate dephosphorylation; inhibition, % at 5 µM; 300,000 tested, 0.81% active;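 active = inhibition above the mean of all tested compounds plus 3 SD, set per screening campaign, cut at about 24% in these data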;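 also: plate controls were DMSO alone for no effect and ferristatin control at 100 nM for full effect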
PP5 primary – blocks human protein phosphatase 5 activity | P53041 | purified PP5c, OMFP substrate fluorescence | inhibition, % at 6.7 µM | 320,000 tested, 0.18% active | AID 1987;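 active = inhibition above the campaign's mean inhibition across all tested compounds plus 3 SD, cut at about 9.5% in these data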;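 also: 0% = DMSO only and 100% = 100 µM cantharidin control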
ZTA counter – blocks Epstein-Barr virus ZTA, an EBNA-1 counter-screen. 320,000 tested, 0.15% active. inhibition, % at 11 µM. ZTA-DNA binding, fluorescence polarization. P03206; in the data active = inhibition above about 33%
Target sequence (P03206 whole entry, looked up): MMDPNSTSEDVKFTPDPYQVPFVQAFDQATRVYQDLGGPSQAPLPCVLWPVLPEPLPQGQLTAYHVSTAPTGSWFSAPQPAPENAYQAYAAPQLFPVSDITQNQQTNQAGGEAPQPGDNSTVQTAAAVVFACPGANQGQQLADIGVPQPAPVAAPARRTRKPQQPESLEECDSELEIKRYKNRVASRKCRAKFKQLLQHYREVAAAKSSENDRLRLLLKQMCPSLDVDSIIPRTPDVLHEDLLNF
EBNA-1 inhibitor – blocks EBNA-1 binding to DNA; EBNA-1 DNA binding, fluorescence polarization; 300,000 tested, 0.34% active; AID 1950; inhibition, % at 14.8 µM; in the data active = inhibition above about 28%
core dimer inh – blocks dimerization of HCV core protein; TR-FRET GST/Flag-core106 dimerization, 1536-well; inhibition, % at 5 µM; 300,000 tested, 0.33% active;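 active = inhibition above the mean of all tested compounds plus 3 SD, set per screening campaign, cut at about 45% in these data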
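assay system = GST-tagged and Flag-tagged HCV core protein residues 1-106 | controls = unlabelled core106 and no-GST-core106 wells | incubation = compound-protein-antibody incubation 4 h at 22.5 °C | probe or stimulus = Eu donor and XL665 acceptor anti-tag antibodies | read-out = % inhibition based on acceptor/donor emission ratio | signal = TR-FRET 671 and 617 nm emission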
JMJD2C inh – inhibitors of human GASC-1 (JMJD2C) demethylase | Q9H3R0 | GST-JMJD2C(1-420) H3K9me3 demethylation, DELFIA europium | inhibition, % at 2.35 µM | 330,000 tested, 0.069% active | AID 2099;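 active = more than half of a compound's replicate wells show inhibition beyond 50%, single wells judged on their own value; inconclusive = some, but no more than half, of replicates pass 50% inhibition; inactive = no replicate passes 50% inhibition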;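 also: signal counts dimethyl H3K9 product captured on neutravidin plate; 0% = median of DMSO wells and 100% = 0.3 times that DMSO median; strong numbers were not always called active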
Target sequence (Q9H3R0 1-420 limits assumed): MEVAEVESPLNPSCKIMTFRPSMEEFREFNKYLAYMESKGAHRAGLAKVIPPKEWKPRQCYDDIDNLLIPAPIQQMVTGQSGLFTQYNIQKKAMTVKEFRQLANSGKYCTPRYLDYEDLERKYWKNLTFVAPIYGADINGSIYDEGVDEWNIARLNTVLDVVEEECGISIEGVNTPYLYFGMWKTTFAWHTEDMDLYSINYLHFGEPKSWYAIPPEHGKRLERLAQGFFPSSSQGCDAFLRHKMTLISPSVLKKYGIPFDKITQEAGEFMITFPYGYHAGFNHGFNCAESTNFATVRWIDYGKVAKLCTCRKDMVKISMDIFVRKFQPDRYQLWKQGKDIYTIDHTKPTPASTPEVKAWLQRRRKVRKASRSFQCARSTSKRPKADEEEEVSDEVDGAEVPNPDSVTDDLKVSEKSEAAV
Yeast superoxide – caloric restriction mimetics inhibiting age-related superoxide in yeast; S. cerevisiae aged cells, superoxide DHE fluorescence; stronger effect = lower value; superoxide response (% of plate mean), % at 10 µM; 330,000 tested, 0.18% active; AID 2690;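 active = superoxide response under a set limit, about three screen SD below normal, cut at about 65% in these data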;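 also: yeast aged for seven days with compound at 30 °C before DHE staining; 100% = average MFI of all compound-treated wells on the plate with controls excluded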
Fh CTSL1 inh – blocks F. hepatica cathepsin L1 in PFM18AAP counter-screen | inhibition, % at 5.96 µM | 300,000 tested, 0.49% active | recombinant F. hepatica cathepsin L1, Z-Leu-Arg-MCA fluorescence;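 active = inhibition above the mean of all tested compounds plus 3 SD, set per screening campaign, cut at about 17% in these data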;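 also: 0% = plate median of test compound wells and 100% = 1 µM Z-Phe-Ala-diazomethylketone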
* = called active by the depositor; u = inconclusive; x = no result given; & = joins results of further samples.

SMILES | PP1 counter | TPT1 inh | PP5 primary | ZTA counter | EBNA-1 inhibitor | core dimer inh | JMJD2C inh | Yeast superoxide | Fh CTSL1 inh
CCOC(=O)Cc1csc(NC(=O)COc2cc(C)cc(C)c2)n1 | 3 | 1 | 0.6 | 5 | -13 | -3 | 10 | 91 | -3
Nn1c(SCC(=O)Nc2nnc(-c3ccccc3)o2)nnc1C1CC1 | -2 | -1 | -2.4 | 3 | 0 | 2 | 12 | 93 | -1
CC[C@@H](CCC=C(C)C)C(=O)N(Cc1ccccc1)c1ccccc1 | -3 | x | 0.6 | -3 | x | x | 0 | 113 | x
O=C(NNc1ccccn1)C(=O)NNS(=O)(=O)c1ccc(F)cc1 | -16 | -7 | 4.1 | -19 | -7 | -11 | 11 | 95 | 0
C=CCNC(=O)c1ccc(-n2cccc2)cc1 | -5 | 2 | 1.4 | -10 | 1 | 5 | 0 | 91 | 1
COc1ccccc1/C=N/N1C(=O)C(CC(=O)Nc2ccc([N+](=O)[O-])cc2OC)SC1=Nc1cccc(C)c1C (configuration not stated) | -3 | 0 | -3.3 | 15 | 9 | 16 | 2 | 96 | -1
Cc1ccc(-c2nn(-c3ccccc3)cc2/C=C(\C#N)c2cccc(C#N)c2)o1 | 0 | 0 | 0.9 | -2 | 1 | 27 | -16 | 90 | -2
CC(=O)c1cccc(OCC(O)CNCCOc2ccc(C)cc2)c1 (configuration not stated) | -1 | 0 | -1.8 | 9 | 12 | 13 | -19 | 96 | 1
CCNCC(=O)N1c2ccccc2CCc2ccc(NC(C)=O)cc21 | -2 | -1 | 0.2 | 6 | 3 | -1 | -27 | 101 | -3
CCOC(=O)COc1cc(-n2c(=S)[nH]c3ccccc3c2=O)c(Cl)cc1Cl | -2 | -7 | 4.3 | -1 | -20 | 5 | 14 | 95 | 2
c1ccc(CNc2nc(-c3cccs3)nc3ccccc23)nc1 | 2 | 0 | 2.8 | 16 | -2 | 8 | -4 | 92 | 3
O=C(CN1CCN(S(=O)(=O)c2ccc(Cl)cc2)CC1)NC1CCCC1 | -1 | -1 | 3.6 | -9 | -5 | 2 | 18 | 92 | -1
Cc1onc(-c2ccccc2Cl)c1C(=O)N/N=C(\N)COc1ccc(Cl)cc1 | -1 | -2 | 3.0 | -3 | -12 | 0 | -4 | 104 | 0
COc1ccccc1OCCn1cc(C(=O)c2ccco2)c2ccccc21 | -1 | 0 | 1.8 | 7 | -1 | 11 | 5 | 96 | 6
CCOC(=O)c1c(NC(=O)c2ccc(Cl)s2)sc(C)c1C | 1 | -4 | -2.6 | -2 | -4 | -4 | -8 | 98 | 0
CN(C(=O)COc1ccccc1)c1nc(-c2ccc(F)cc2)cs1 | 1 | -5 | 2.4 | -14 | -6 | 8 | -5 | 72 | -3
CNC(=O)/C(C#N)=C\c1cc(C)n(-c2ccc(N3CCOCC3)cc2)c1C | -1 | 1 | -1.1 | 17 | -1 | 4 | 9 | 111 | 2
CCCCNC(=O)c1onc(CSc2ccc(OC)cc2)c1C(=O)O | -1 | 0 | 3.0 | 7 | -4 | 3 | 8 | 88 | -2
Cc1ccc(C(=O)N2CCCC(Nc3ccc(F)cc3)C2)cc1C (configuration not stated) | 1 | 4 | 5.8 | 1 | -1 | -14 | -10 | 103 | -4
CC(C)c1ccc(NC(=O)COc2ccccc2)cc1 | -2 | -1 | 0.9 | -1 | -13 | 6 | -11 | 84 | -2
CCOC(=O)CSc1ccc(S(=O)(=O)N2CCC(C)CC2)cc1[N+](=O)[O-] | 2 | 1 | 4.6 | 7 | 14 | 0 | -9 | 104 | -1
CCOC(=O)N1CCC(NC(=O)CSCc2nc(-c3ccc(OC)cc3)oc2C)CC1 | -3 | -4 | 2.2 | 4 | 12 | 6 | -19 | 102 | -2
CCCCn1c(N)c(N(CC(C)C)C(=O)CCCn2c(=O)oc3ccccc32)c(=O)[nH]c1=O | -2 | -1 | -1.9 | 10 | 9 | -4 | 3 | 119 | -1
CCOC(=O)c1oc2ccc(/C=N/O)c(Cl)c2c1C | 0 | -2 | 3.9 | 1 | 2 | -3 | 6 | 92 | -3
CCC(NC(=O)Nc1ccc(O)cc1)(C(F)(F)F)C(F)(F)F | 1 | 1 | 5.6 | -2 | -1 | -9 | -1 | 91 | -1
CC1CCCCC1NC(=O)CN1C(=O)NC(C)(c2cc(F)ccc2F)C1=O (configuration not stated) | -2 | x | -2.1 | 11 | x | x | 5 | 102 | x
CCS(=O)(=O)N1CCC(c2nc(-c3ccc(C)cc3)no2)CC1 | -3 | -1 | 0.3 | -6 | 9 | 1 | -2 | 107 | 4
Cc1c(Cl)cccc1NC(=S)N1CCCCCC1 | -4 | -4 | -3.5 | -5 | -12 | -10 | 1 | 93 | -7
O=C1NC(=O)C2(CCc3ccccc32)N1 (configuration not stated) | -2 | -3 | 0.1 | -8 | 0 | -6 | 4 | 106 | -3
N#Cc1c(NC(=O)C2CC=CCC2C(=O)O)sc2c1CCCCCC2 (configuration not stated) | -1 | 3 | 1.7 | 10 | -1 | 4 | 5 | 89 | 6
CCOC(=O)c1cc(C#N)c(Nc2ccccc2OC)nc1C(F)(F)F | -2 | 2 | 2.4 | 5 | -6 | 2 | 20 | 101 | 4
CCOC(=O)C1CCN(C(=O)c2ccc3c(c2)NC(=O)/C(=C\c2ccc(C)cc2)S3)CC1 | 6 | 8 | 3.9 | -1 | -3 | 2 | 6 | 120 | 4
CCOC(=O)c1cccc(NC(=S)N2CCN(c3ncc4c(=O)c(C(=O)O)cn(CC)c4n3)CC2)c1 | 1 | 0 | 0.5 | -21 | -5 | 0 | 2 | 90 | 1
COc1ccc(C(=O)NC(=O)NC2(C(Cl)(Cl)Cl)OCCO2)cc1 | -1 | -1 | -0.9 | 0 | 5 | -1 | 13 | 102 | 2
Cc1occc1-c1nnc(SCCNCCO)o1 | -2 | -1 | -0.2 | 3 | 9 | -3 | -19 | 103 | 3
CN1C(=O)CC(N2CCC(c3nc4ccccc4s3)CC2)C1=O (configuration not stated) | 4 | 1 | 3.6 | -16 | -2 | -7 | -6 | 95 | 19*
Cc1ccc(-c2nc3c(cnn3-c3ccccc3)c(=O)o2)cc1 | -4 | -1 | 0.5 | -2 | 10 | 5 | -6 | 95 | -1
CCOC(=O)c1cc(-c2ccccc2)sc1NC(=O)C(C)OC(=O)c1ccncc1 (configuration not stated) | 2 | 4 | -2.4 | 5 | -10 | -3 | 2 | 95 | 1
CCOc1ccc(C(C)(C)C)cc1S(=O)(=O)N1CCOCC1 | 0 | -3 | -0.3 | 1 | 1 | 4 | 4 | 100 | 0
O=C(Nc1ccc2ncccc2c1)Nc1ccc2ncccc2c1 | 2 | 18 | 1.3 | 12 | 3 | -2 | u | 110 | -7

Five compounds out of the list above, sorted by the value under JMJD2C inh, descending.
| smiles | JMJD2C inh |
| --- | --- |
| CCOC(=O)c1cccc(NC(=S)N2CCN(c3ncc4c(=O)c(C(=O)O)cn(CC)c4n3)CC2)c1 | 2 |
| Cc1c(Cl)cccc1NC(=S)N1CCCCCC1 | 1 |
| CCS(=O)(=O)N1CCC(c2nc(-c3ccc(C)cc3)no2)CC1 | -2 |
| CN1C(=O)CC(N2CCC(c3nc4ccccc4s3)CC2)C1=O (configuration not stated) | -6 |
| Cc1occc1-c1nnc(SCCNCCO)o1 | -19 |

The list goes on.
SMILES | PP1 counter | TPT1 inh | PP5 primary | ZTA counter | EBNA-1 inhibitor | core dimer inh | JMJD2C inh | Yeast superoxide | Fh CTSL1 inh
CC(=O)c1ccc(NC(=O)/C(=C\c2cccs2)NC(=O)c2ccco2)cc1 | -2 | -1 | 3.8 | -4 | 0 | -9 | -1 | 103 | -1
COC(=O)c1sc(S(=O)(=O)Nc2ccc(C)cc2)c(C(=O)OC)c1C | 0 | -1 | 4.3 | -2 | -15 | -2 | -2 | 104 | -5
CC1=C(C(=O)Nc2ccc(C)cc2C)C(c2ccc(C)o2)NC(=S)N1 (configuration not stated) | 3 | -5 | 2.9 | -18 | -7 | -7 | -3 | 95 | 4
COc1ccc2nc(NC(=O)C3COc4ccccc4O3)sc2c1 (configuration not stated) | 6 | -1 | 2.1 | -5 | -3 | -7 | 10 | 92 | 1
CC(=O)N1CCc2c(sc(NC(=O)CN3C(=O)c4ccccc4C3=O)c2C(N)=O)C1 | 5 | 0 | -0.9 | 3 | 18 | -5 | 6 | 96 | 2
CC12CCC(C(=O)O)(C/C1=N\O)C2(C)C (configuration not stated) | 3&0 | -2&0 | -0.5&1.4 | -10&-5 | 7&-6 | -3&-7 | -15&-3 | 88&107 | 8&-1
Cc1ccc(N2C(=O)C3C4C=CC(CNC(=S)N5CCN(c6cccc(C)c6)C(C)C5)(O4)C3C2=O)cc1 (configuration not stated) | -4 | 1 | -2.5 | -20 | -1 | 6 | 2 | 103 | -2
COc1ccc(NS(=O)(=O)c2cc(NC(=O)CNC(=O)c3cccc(OC)c3)ccc2C)cc1 | 0 | -2 | 2.8 | -8 | 4 | 4 | -2 | 103 | -2
CC1(C)Cc2nc3sc4c(N(CCO)CCO)nnnc4c3cc2CO1 | -1 | 0 | 0.6 | -2 | -7 | -3 | 7 | 94 | -1
COc1cc(C(=O)N(C)C2CCCN(Cc3ccccc3F)C2)cc(OC)c1OC (configuration not stated) | -5 | 1 | -0.7 | 5 | 10 | -53 | -14 | 101 | 3
COc1ccc(-c2ccc(N(C)C)cc2)cc1[C@H]1[C@@H]2C=CCC[C@@]2(C)C(=O)N1Cc1ccccc1 | 12 | 1 | 4.3 | -15 | 1 | 8 | -2 | 102 | -1
CCC(=O)N1CCc2cc(S(=O)(=O)CCC(=O)Nc3ccc(CC)cc3)ccc21 | -3 | 0 | -1.7 | -17 | 0 | -4 | -35 | 102 | 1
Cc1ccc(C(=O)NC(=S)Nn2cnnc2)cc1 | -1 | 0 | -0.1 | 4 | 12 | -1 | 0 | 103 | -4
CCCNC(=O)NC(=O)CSc1nc2ccccc2c(=O)n1Cc1ccncc1 | -1 | -3 | -2.1 | 2 | 2 | 5 | -33 | 100 | 0
COC(=O)CN1C(=O)C(C)=C(c2ccc(C)cc2)S1(=O)=O | 1 | -3 | 0.8 | 1 | -3 | 0 | -5 | 97 | -2
Cc1c(O)ccc2c(CN3CCN(C/C=C/c4ccccc4)CC3)cc(=O)oc12 | 3 | -4 | 0.2 | -10 | -5 | -8 | 0 | 98 | -4
Oc1ccc2ccccc2c1CNc1ccc(Br)cc1 | -4 | -4 | 2.5 | 1 | -11 | -8 | -3 | 114 | 5
CC(=O)Nc1ccc(NC(=O)C(C)OC(=O)CCCN2C(=O)c3cccc4cccc(c34)C2=O)cc1 (configuration not stated) | 10 | -3 | -0.8 | 9 | 0 | -10 | -2 | 94 | 1

Complete entries as entered above.
Record of `CCS(=O)(=O)N1CCC(c2nc(-c3ccc(C)cc3)no2)CC1` : PP1 counter: -3; TPT1 inh: -1; PP5 primary: 0.3; ZTA counter: -6; EBNA-1 inhibitor: 9; core dimer inh: 1; JMJD2C inh: -2; Yeast superoxide: 107; Fh CTSL1 inh: 4
Record of `CC(C)c1ccc(NC(=O)COc2ccccc2)cc1` : PP1 counter: -2; TPT1 inh: -1; PP5 primary: 0.9; ZTA counter: -1; EBNA-1 inhibitor: -13; core dimer inh: 6; JMJD2C inh: -11; Yeast superoxide: 84; Fh CTSL1 inh: -2
